# High-throughput results (PubChem)
# KB-V1 MDR tox = KB-V1 MDR subline cytotoxicity; Potency, µM (series often up to 46.1 µM), for the others: top-dose activity change, negative = cytotoxicity, actives largely listed as cytotoxic; 400,000 tested, 3.4% active; AID 1347076; KB-V1 MDR cells viability, CellTiter-Glo, 72 h; note: potency is the fitted concentration of half-maximal effect; % is set by controls: 0 for no effect and ±100 for the full control effect; nearly all actives have a fitted effect of over 60% in size
#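 Drug-selected KB-V1 cells, grown in DMEM lacking phenol red with 10% FBS, receive compound titrations; after three days at 37 degrees C, surviving cell ATP is quantified by CellTiter-Glo luminescence and responses normalized and curve-fitted.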
# GLP1R ag = agonists of human GLP-1 receptor; P43220; HEK293 GLP-1R CRE-luciferase, luminescence, 4-6 h; cells express a hypersensitive GLP-1R form; Potency, µM (doses to about 45.6 µM), without a hit: top-dose activation, hits mostly activators; 380,000 tested, 0.007% active; AID 624172; note: potency is the fitted concentration of half-maximal effect; % of control where 0% means no effect
# aSyn yeast inh = inhibitors of alpha-synuclein toxicity in yeast | Yeast expressing alpha-synuclein, growth rescue, BacTiter-Glo, 24 h | Potency, µM (titrated, usually from 46.1 µM), without a hit: at the top dose growth rescue (activation), most hits filed as activators | 370,000 tested, 0.14% active; note: potency is the fitted concentration of half-maximal effect; % of control where 0% means no effect; nearly all actives have a fitted effect of over 65% in size
#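 Screening used galactose-induced yeast with toxic alpha-synuclein levels, exposed to compound for 24 hr at 30 deg C. Cell growth, read with BacTiter-Glo luminescence, gave the measured signal.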
# D3 ag = activates the human D3 dopamine receptor | 410,000 tested, 0.58% active | max activation, % | AID 652048 | D3R DiscoveRx beta-arrestin cells, luminescence, 90 min | P35462; in the data active = max activation above about 30%; note: 0% is about no effect; mostly tested at two doses, the higher about 12 µM
# Target sequence (P35462 whole entry, looked up): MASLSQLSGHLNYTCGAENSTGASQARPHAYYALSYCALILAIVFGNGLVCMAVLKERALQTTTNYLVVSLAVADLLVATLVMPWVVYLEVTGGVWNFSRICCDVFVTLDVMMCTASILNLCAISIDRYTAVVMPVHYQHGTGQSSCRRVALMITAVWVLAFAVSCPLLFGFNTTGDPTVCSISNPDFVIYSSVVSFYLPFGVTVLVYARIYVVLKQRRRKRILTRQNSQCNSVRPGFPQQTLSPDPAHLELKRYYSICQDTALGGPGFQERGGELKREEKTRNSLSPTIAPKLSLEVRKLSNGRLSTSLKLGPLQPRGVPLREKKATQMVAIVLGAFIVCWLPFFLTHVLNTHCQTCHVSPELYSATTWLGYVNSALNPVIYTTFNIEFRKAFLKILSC
#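 Agonist mode: compounds and dopamine controls were applied to plated cells for 90 min at 37 degrees C after an overnight attachment at 1500 cells/well. Luminescent read-out followed 30 - 60 minutes at room temperature with DiscoveRx detection reagent.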
# TDP-43 yeast inh = rescues yeast growth from TDP-43 toxicity. TDP-43 expressing yeast growth rescue, BacTiter-Glo, 24 h. Potency, µM (series often up to 46.1 µM), inactives show at the top dose growth rescue (activation), most hits filed as activators. 410,000 tested, 1.8% active. AID 652104; note: potency is the fitted concentration of half-maximal effect; % of control where 0% means no effect; nearly all actives have a fitted effect of over 50% in size
#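 Cell-based yeast growth screen: TDP-43 expression induced in galactose, inoculum OD600=0.02 after raffinose pregrowth to mid-log. Read-out BacTiter-Glo luminescence at 24 hr, 30 deg C; inhibition of toxicity seen as signal increase.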
# GLP1R inv ag = GLP-1 receptor (human) inverse agonism | P43220 | HEK293 GLP-1R CRE-luciferase, luminescence, 24 h; GLP-1R form is constitutively active | Potency, µM (titrated, usually from 38.3 µM), for the others: at the top dose activity change, negative = inhibition, hits mostly inhibitors | 410,000 tested, 1.6% active; note: potency is the fitted concentration of half-maximal effect; % is set by controls: 0 for no effect and ±100 for the full control effect; nearly all actives have a fitted effect of over 55% in size
#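 Inverse agonism was detected as reduced cAMP-driven luciferase luminescence after 24 h compound treatment. The cells were HEK293 clones expressing constitutively active human GLP-1R with the reporter. Reporter-only and GPR119 cell lines served as counterscreen controls.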
# PTHR1 ag = activates the human parathyroid hormone receptor PTHR1; Q03431; HEK293 GP2 PTHR1 cells, GloSensor cAMP luminescence, 1 h; Potency, µM (titrated, usually from 115 µM), without a hit: top-dose activation, hits mostly activators; 410,000 tested, 0.075% active; note: potency is the fitted concentration of half-maximal effect; nearly all actives have a fitted effect of over 55% in size; some results filed as inactive show a strong effect at the top dose; inactives centre near -15; many of its hits are not listed in these tables
# Target sequence (Q03431 whole entry, looked up): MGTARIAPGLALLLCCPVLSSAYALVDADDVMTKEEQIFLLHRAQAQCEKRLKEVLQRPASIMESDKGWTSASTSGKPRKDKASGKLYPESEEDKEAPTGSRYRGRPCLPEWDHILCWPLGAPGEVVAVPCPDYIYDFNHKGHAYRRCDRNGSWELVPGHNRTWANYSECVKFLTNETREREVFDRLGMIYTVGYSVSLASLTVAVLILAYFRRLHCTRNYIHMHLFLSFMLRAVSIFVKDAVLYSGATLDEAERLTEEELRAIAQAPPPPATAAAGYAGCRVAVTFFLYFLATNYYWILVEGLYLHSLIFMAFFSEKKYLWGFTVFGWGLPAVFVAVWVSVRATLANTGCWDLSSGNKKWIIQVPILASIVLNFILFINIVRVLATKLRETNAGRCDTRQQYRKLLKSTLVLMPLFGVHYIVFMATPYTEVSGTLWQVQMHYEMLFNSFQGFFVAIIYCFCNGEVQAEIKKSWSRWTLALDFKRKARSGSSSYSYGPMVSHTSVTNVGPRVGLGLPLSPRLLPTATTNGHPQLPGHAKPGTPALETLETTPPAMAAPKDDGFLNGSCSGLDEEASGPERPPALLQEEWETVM
#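 HEK-293-derived GP2 cells expressing PTHR1 and a GloSensor cAMP reporter, 3,000/well, plated overnight, given luciferin plus IBMX (each 0.5 mM as added) for 1 h at 37 °C, then compound for 1 h at 37 °C. Luminescence was read after 15 min at room temperature.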
# D3 antag = antagonists of human D3 dopamine receptor. D3R cells, DiscoveRx beta-arrestin luminescence, antagonist mode; hits give low values. 360,000 tested, 2.5% active. P35462. max response, negative = inhibition, %; in the data active = max response below about -50%; inconclusive = no clear call, values can overlap the other calls; note: % is set by controls: 0 for no effect and ±100 for the full control effect; mostly tested at two doses, the higher about 12 µM
#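 Cells expressing the human receptor were seeded at 1500 cells/well, incubated overnight at 37 degrees C in 5% CO2, then exposed to library compounds with dopamine controls for 90 minutes at 37 degrees C before luminescent detection.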
# GLP1R cytotox = cytotoxic in the GLP-1 receptor inverse agonist counter-screen; HEK293 cAMP-luciferase reporter cells, luminescence, 24 h; Potency, µM (titrated, usually from 38.3 µM), without a hit: top-dose activity change, negative = inhibition, actives largely listed as inhibitors; 410,000 tested, 0.13% active; AID 624418;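 note: loss of luciferase light is scored as toxicity; potency is the fitted concentration of half-maximal effect; % is set by controls: 0 for no effect and ±100 for the full control effect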
#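 MLSMR compounds, 24 hr on cells at 37 deg C/5% CO2; luminescence after luciferase reagent (12 min RT). Inhibition counted as the undesired cytotoxic outcome.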
# Numbers without * were called inactive; i = inactive; u = inconclusive; x = no result given; [ ] = remark or other dose. Unless noted, calls come from the whole dose curve; as a rule, active = well fitted curve in the direction sought with a large enough effect; inconclusive = small, poorly fitted or top-dose-only effect, or another doubt; inactive = no such curve, though single readings can be large; an effect the other way counts as inactive or inconclusive. Only part of the results is shown; count on the stated rates, not on these rows.
No. | SMILES | GLP1R cytotox | KB-V1 MDR tox | PTHR1 ag | D3 antag | D3 ag | GLP1R inv ag | aSyn yeast inh | GLP1R ag | TDP-43 yeast inh
1 | CCCS(=O)(=O)NC(=O)C1(C)CCN(C(=O)c2ccnc(Cl)c2)C1 (stereo not drawn) | 1% | 2% | -3% | 0 | -4 | 11% | 8% | 9% | 10%
2 | CCOC=C1C(=O)N(C(C)=O)c2cc(OC)c(OC)cc21 | -1% | u | 9% | 5 | -4 | 4% | -13% | 1% | -37%[inhibitor]
3 | O=C(CC(=O)NCc1ccc(Cl)cc1)NCc1ccccc1 | 1% | 20% | -6% | 2 | 0 | u | 1% | 0% | 5%
4 | CCCn1c(SCC(=O)NC2CCCCC2)nnc1-c1cccnc1 | -8% | -22% | i | -10 | -5 | 8% | 4% | 13% | -10%
5 | O=C(NN1CCCCC1)c1cccc(COc2ccc(Cl)cc2)c1 | -1% | 15µM* | -19% | 10 | 17 | u | -4% | 14% | 11%
6 | CN1C(=O)N(CC(=O)N2CCN(S(=O)(=O)c3ccc(Cl)s3)CC2)C(=O)C12CCCCC2 | 5% | 15µM* | i | -16 | -3 | -26% | -2% | 9% | 2%
7 | O=C(NCCc1ccc(Cl)cc1)c1cccc(N2CCCC2=O)c1 | -7% | -6% | i | -9 | -1 | -26% | 0% | -1% | u
8 | Cn1c(=O)c(C(=O)O)nn(-c2ccccc2)c1=O | 4% | u | i | x | 9 | 7% | x | x | 6%
9 | Cc1ccc(-c2csc(NC(=O)CCNC(=O)c3ccc(Cl)cc3)n2)cc1 | -16% | 4% | -10% | -25 | 12 | -15% | -5% | 6% | -6%
10 | COc1nc(-c2ccccc2)c2cc(Br)ccc2n1 | 4% | u | i | 28 | 2 | 39%[activator] | 1% | 33% | u
11 | CC(=O)c1cccc(NC(=O)c2ccc(-c3c(C)noc3C)c3ccoc23)c1 | -5% | u | -13% | 61 | 17 | -18% | -8% | 0% | 14%
12 | Cc1ccc(C(=O)NNc2nc3ccccc3nc2C(F)(F)F)cc1 | -3% | u | i | 7 | -6 | u | 1% | -15% | 17%
13 | O=S(=O)(NCc1cccnc1)c1ccc(Cl)nc1 | 27% | 0% | -7%[57.5 µM] | -13 | -8 | 7% | 1% | -13% | -19%
14 | O=C(CCCO)N/N=C/c1ccccc1[N+](=O)[O-] | 6% | 0% | -9% | 0 | -2 | 9% | 0% | -1% | 3%
15 | Cc1nnc(SCC(=O)Nc2ccc([N+](=O)[O-])cc2)n1CC1CCCO1 (stereo not drawn) | -2% | 9% | i | -9 | -6 | 23% | 1% | 10% | -7%
16 | CSc1ccc(CNC(=O)c2cc3c(=O)n(Cc4ccco4)ccc3nc2C)cc1 | -17% | x | -24% | x | 7 | u | x | x | -17%
17 | CC1=C(C(=O)OC(C)C)C(c2cn(-c3ccccc3)nc2-c2cccs2)NC(=O)N1 (stereo not drawn) | 2% | u | -31% | 3 | 1 | 6% | -12% | -2% | 3%
18 | CCN(CC)S(=O)(=O)c1cc(NC(=O)c2n[nH]c(=O)c3ccccc23)ccc1C | 3% | 7% | i | 14 | 8 | 6% | 3% | 4% | 26%
19 | CCOC(=O)c1ccc2nc(C)c3c(c2c1)OC(C)C3 (stereo not drawn) | -7% | -27% | i | 2 | -7 | 14% | -10% | u | -14%
20 | c1ccc(OCc2nc(-c3cccs3)no2)cc1 | 1% | -21% | -3% | -9 | -12 | -5% | -1% | 3% | -9%
21 | Cn1ncc2c(Nc3ccc(Br)cc3)nc(Nc3ccc(Br)cc3)nc21 | -15% | -17% | -1% | 20 | 9 | u | -56%[inhibitor] | 0% | -88%[inhibitor]
22 | C[C@@H]1CN([C@@H](C)CO)S(=O)(=O)c2ccc(Br)cc2O[C@H]1CN(C)Cc1ccc(-c2ccccc2)cc1 | -10% | -2% | -20% | 0 | 12 | u | 0% | 1% | 40%
23 | O=c1[nH]nc(-c2cccs2)c2ccccc12 | 4% | -2% | i | 12 | 11 | 94%[activator] | 1% | 29% | -9%
24 | O=c1c2c(-c3cccs3)csc2ncn1-c1ccc(Br)cc1 | 12% | u | -28% | 0 | -10 | u | -4% | -8% | u
25 | CCc1nc2ccccc2c(C(=O)OCC(=O)NCc2ccc3c(c2)OCO3)c1C | -5% | -2% | -34%[inhibitor] | 19 | 6 | -28% | 7% | 1% | 21%
26 | COc1ccccc1C(C(=O)c1ccccc1)c1ccc(O)cc1 (stereo not drawn) | -15% | -11% | -79%[inhibitor] | 8 | -2 | u | 8% | x | 2%
27 | O=C(c1ccc(S(=O)(=O)Cc2ccccc2F)c([N+](=O)[O-])c1)N1CCCC1 | -23% | -9% | i | 12 | 6 | u | 11% | 2% | 16%
28 | COCCn1c(SCC(=O)Nc2ccc(F)cc2)nc2c([nH]c3ccccc32)c1=O | -11% | 16% | i | -1 | 1 | 4% | -2% | 1% | 10%
29 | CC1CCN(C(=O)COc2ncnc3ccccc23)CC1 | 5% | -4% | i | 9 | 0 | 8% | 0% | 0% | -19%
30 | CN(CCNC(=O)C1CCC(=O)N(Cc2cccc(F)c2)C1)CCc1ccccc1 (stereo not drawn) | 0% | 9% | -23% | 0 | -15 | 5% | 7% | -4% | 23%

# Results in sequence from above:
# Entries 24–28 in D3 ag read -10, 6, -2, 6, 1
# Entries 24–28 in aSyn yeast inh read -4%, 7%, 8%, 11%, -2%
# Entries 24–28 in GLP1R inv ag read u, -28%, u, u, 4%

# Among those listed so far, these have fluorine.
No. | SMILES | GLP1R cytotox | KB-V1 MDR tox | PTHR1 ag | D3 antag | D3 ag | GLP1R inv ag | aSyn yeast inh | GLP1R ag | TDP-43 yeast inh
12 | Cc1ccc(C(=O)NNc2nc3ccccc3nc2C(F)(F)F)cc1 | -3% | u | i | 7 | -6 | u | 1% | -15% | 17%
27 | O=C(c1ccc(S(=O)(=O)Cc2ccccc2F)c([N+](=O)[O-])c1)N1CCCC1 | -23% | -9% | i | 12 | 6 | u | 11% | 2% | 16%
28 | COCCn1c(SCC(=O)Nc2ccc(F)cc2)nc2c([nH]c3ccccc32)c1=O | -11% | 16% | i | -1 | 1 | 4% | -2% | 1% | 10%
30 | CN(CCNC(=O)C1CCC(=O)N(Cc2cccc(F)c2)C1)CCc1ccccc1 (stereo not drawn) | 0% | 9% | -23% | 0 | -15 | 5% | 7% | -4% | 23%

# Next section.
No. | SMILES | GLP1R cytotox | KB-V1 MDR tox | PTHR1 ag | D3 antag | D3 ag | GLP1R inv ag | aSyn yeast inh | GLP1R ag | TDP-43 yeast inh
31 | Cc1cc(C(F)(F)F)nc(SCC(=O)NC2CCCCC2)n1 | -5% | -26% | 28% | 0 | -4 | -12% | 0% | 4% | 6%
32 | O=C(Nc1ncc(Cc2ccccc2Cl)s1)c1ccc2c(c1)CC(c1ccccc1)OC2=O (stereo not drawn) | 7% | -13% | i | x | 8 | 10% | x | x | 17%
33 | O=C(Cn1sc2ccccc2c1=O)N1CCN(C(=O)c2ccco2)CC1 | -20% | -7% | -7% | 8 | 2 | 6% | -3% | -4% | -3%
34 | Cc1ccccc1N1C(=O)c2sc3nc4c(c(=O)n3c2C1=O)CCC4 | -1% | -32% | -22%[57.5 µM] | -57* | -3 | 68%[activator] | 16% | 24% | u
35 | COc1cccc(C(=O)NN/C(C)=C/C(=O)C(F)(F)C(F)(F)C(F)(F)F)c1 | -10% | -20% | -21% | 24 | -8 | u | -11% | 5% | 1%
36 | CN(Cc1ccccc1)CC1C2CCC(C2)C1O (stereo not drawn) | 16% | -49% | 0% | -28 | -4 | -3% | -2% | 8% | -22%
37 | CCOC(=O)c1ccc(NC2=CC(c3ccc(OCC)cc3)N(c3ccc(C(=O)OCC)cc3)C2=O)cc1 (stereo not drawn) | -15% | -7% | i | x | 2 | 0% | 5% | 7% | 16%
38 | COC(=O)C1=C(C)Nc2ncnn2C1c1ccc(OC(=O)c2ccccc2)cc1 (stereo not drawn) | 1% | -5% | i | -24 | -5 | -3% | 7% | 0% | -13%
39 | COc1ccc(-c2cc(C(=O)Nc3cccc(S(=O)(=O)NCc4ccco4)c3)c3ccccc3n2)cc1OC | -8% | u | -24% | 36 | 0 | u | -9% | 29% | 22%
40 | COc1ccc(S(=O)(=O)N2CCCCC2)cc1NS(=O)(=O)c1cc(Cl)ccc1Cl | -14% | u | 6% | 8 | 4 | u | 0% | -11% | u
41 | O=C(/C=C/c1ccccc1)c1ccoc1 | -22% | -1% | -23%[57.5 µM] | 0 | 3 | 0% | 3% | -7% | 18%
42 | Cc1nc(NC(=O)CCc2ccccc2)sc1C | 23% | -6% | -48%[inhibitor] | -20 | -12 | -17% | 2% | 5% | 13µM*
43 | O=C(Nc1cccc([N+](=O)[O-])c1)c1ccc(CN2CCOCC2)cc1 | 1%[1.53 µM] | u | -21% | 3 | -5 | -5% | -1% | 0% | 6%
44 | CCC(C)NCCOCCOc1ccc(C)cc1OC (stereo not drawn) | -4% | u | -25% | -6 | -9 | -12% | 3% | -10% | 1%
45 | Cc1ccc(C(C)C)c(OCc2nnc(SCC(=O)Nc3ncc(C)s3)n2C)c1 | -12% | -16% | u | 10 | 3 | 1% | 1% | 3% | -14%
46 | CCCCNC(=S)NNC(=O)c1ccoc1C | 3% | 0% | i | u | 1 | 10% | -5% | -3% | -9%
47 | OCCCn1c(-c2ccccc2)csc1=Nc1ccccc1 | 19% | u | -44%[inhibitor] | 7 | 5 | 11µM* | 2% | 7% | 0%
48 | OCC[C@H]1C[C@@H](O)[C@H](O)[C@@]2(Cc3ccccc3O2)O1 | -7% | 15% | -21% | -9 | -15 | 3% | u | 9% | 9%
49 | O=C(O)c1cccc2c1C(=O)c1ccc(-c3ccc(F)cc3F)cc1S2(=O)=O | -1% | u | -1% | u | -3 | 11% | -1% | 0% | 6%
